Assay outcomes: PubChem BioAssay, National Center for Advancing Translational Sciences (NCATS)
Pol iota inh: DNA polymerase iota (human) inhibition | Q9UNA4 | Pol iota fluorescent replication assay, 10 min | Potency, µM (series often up to 115 µM), for the others: at the top dose activity, negative = inhibition, hits mostly inhibitors | actives 1% (n = 390,000) | AID 588590
Target sequence (Q9UNA4 whole entry, looked up): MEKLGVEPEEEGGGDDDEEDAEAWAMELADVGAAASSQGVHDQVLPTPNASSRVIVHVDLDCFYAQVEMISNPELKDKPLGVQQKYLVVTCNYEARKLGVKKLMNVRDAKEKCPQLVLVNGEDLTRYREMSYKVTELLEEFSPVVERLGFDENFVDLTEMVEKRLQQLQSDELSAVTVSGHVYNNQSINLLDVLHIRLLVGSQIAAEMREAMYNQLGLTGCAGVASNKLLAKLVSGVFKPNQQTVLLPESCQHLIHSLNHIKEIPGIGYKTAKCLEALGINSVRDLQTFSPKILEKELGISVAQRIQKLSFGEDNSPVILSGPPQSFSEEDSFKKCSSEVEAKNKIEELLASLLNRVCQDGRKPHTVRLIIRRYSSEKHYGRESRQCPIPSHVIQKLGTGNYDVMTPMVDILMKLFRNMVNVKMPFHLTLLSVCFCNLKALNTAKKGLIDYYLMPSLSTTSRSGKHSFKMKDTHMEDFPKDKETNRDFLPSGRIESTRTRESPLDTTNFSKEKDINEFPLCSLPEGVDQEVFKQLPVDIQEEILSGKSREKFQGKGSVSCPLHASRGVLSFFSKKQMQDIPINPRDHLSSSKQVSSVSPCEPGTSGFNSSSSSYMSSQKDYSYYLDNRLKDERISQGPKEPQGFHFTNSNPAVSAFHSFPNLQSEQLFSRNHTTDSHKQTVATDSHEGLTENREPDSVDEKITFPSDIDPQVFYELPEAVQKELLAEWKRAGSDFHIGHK
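Fluorescent replication assay read twice, at 0 min and 10 min after adding 50 nM (final) substrate. Enzyme (10 nM) and compounds were first incubated 15 min at room temperature; enzyme-free buffer wells were negative controls.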
JMJD2A Tudor: JMJD2A Tudor domain (human) inhibition; AlphaScreen JMJD2A-Tudor / H3K4me3 peptide binding; O75164; Potency, µM (highest dose often 114 µM), without a hit: top-dose activity change, negative = inhibition, actives largely listed as inhibitors; actives 4.4% (n = 390,000); also: % is scaled to controls: 0 for no effect and ±100 for the full control effect; nearly all actives have a fitted effect of over 50% in size
G9a inh: blocks human histone lysine methyltransferase G9a; G9a H3K9 monomethylation, AlphaScreen, 2 h; Q96KQ7; AID 504332; Potency, µM (titrated, usually from 102 µM), for inactives: at the highest dose activity, negative = inhibition, hits mostly inhibitors; actives 8.8% (n = 350,000); also: % is scaled to controls: 0 for no effect and ±100 for the full control effect; nearly all actives have a fitted effect of over 75% in size
Target sequence (Q96KQ7 913-1193 limits assumed): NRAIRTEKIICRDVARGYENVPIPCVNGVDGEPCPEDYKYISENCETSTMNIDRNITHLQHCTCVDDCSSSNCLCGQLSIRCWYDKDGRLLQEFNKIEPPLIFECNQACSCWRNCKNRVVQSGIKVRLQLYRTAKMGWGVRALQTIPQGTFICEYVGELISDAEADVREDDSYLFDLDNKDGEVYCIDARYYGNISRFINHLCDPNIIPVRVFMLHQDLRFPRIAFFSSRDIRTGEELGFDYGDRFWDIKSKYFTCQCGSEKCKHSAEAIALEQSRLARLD
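Using a bead-based AlphaScreen, monomethylated H3K9 product from 2 h room-temperature reactions (G9a 20 nM, peptide 500 nM, SAM 20 uM) was detected with 0.5 ug/mL rabbit anti-H3K9me1 antibody.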
HP1b binding inh: blocks HP1-beta chromodomain binding to methylated histone tails. AlphaScreen HP1-beta / biotin-H3K9me3 peptide binding. P83916. AID 540317. actives 0.56% (n = 390,000). Potency, µM (doses to about 114 µM), inactives show top-dose activity change, negative = inhibition, usual class: inhibitors; also: nearly all actives have a fitted effect of over 70% in size; inactives centre near 23
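AlphaScreen: HP1-beta (50 nM) preformed 30 min with biotin-H3(1-18)K9me3 peptide (50 nM) in PBS pH 7.4, 0.01% Tween-20. Compound added for 30 min at RT, then streptavidin donor/nickel chelate acceptor beads (10 ug/mL) for 30 min.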
BLM inh: blocks DNA unwinding by human BLM helicase; Potency, µM (series often up to 56.1 µM), for the others: at the highest dose activity change, negative = inhibition, most hits filed as inhibitors; recombinant BLM DNA unwinding, fluorescence dequenching; AID 2528; actives 0.2% (n = 350,000);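 also: plate controls were vehicle for no effect and no enzyme for full effect; nearly all actives have a fitted effect of over 35% in size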
PGK inhibitor: T. brucei PGK inhibition; Potency, µM (top dose mostly 57.5 µM), for the others: top-dose activity change, negative = inhibition, most hits filed as inhibitors; AID 602233; actives 0.043% (n = 380,000); P07378; PGK/GAPDH coupled, Kinase-Glo luminescence, 60 min; also: % is scaled to controls: 0 for no effect and ±100 for the full control effect; nearly all actives have a fitted effect of over 60% in size
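Recombinant glycosomal PGK reaction used 1,3-bisphosphoglycerate generated in-well by GAPDH (100nM final) in 100mM TEA pH 7.6, 5mM MgCl2, 0.01% Tween-20. After 60 minutes at room temperature, ATP was read by Kinase-Glo Plus luminescence end-point.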
BAZ2B inh: blocks human BAZ2B | actives 4.4% (n = 360,000) | Q9UIF8 | Potency, µM (doses to about 114 µM), for the others: top-dose activity change, negative = inhibition, usual class: inhibitors | AlphaScreen BAZ2B-H3K14Ac peptide displacement; also: % is scaled to controls: 0 for no effect and ±100 for the full control effect; nearly all actives have a fitted effect of over 60% in size
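Compounds, titrated to a top concentration of 110 uM, were incubated 30 min at room temperature with preformed BAZ2B/acetyl-K14 H3 peptide complex (50 nM each). Proximity signal was measured by AlphaScreen after 20 min with beads.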
GLS inh: glutaminase GLS (human) inhibition; O94925; Potency, µM (highest dose often 45.5 µM), for inactives: at the top dose activity change, negative = inhibition, most hits filed as inhibitors; GLS enzymatic activity, qHTS titration; actives 0.21% (n = 410,000); also: % is scaled to controls: 0 for no effect and ±100 for the full control effect
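hKGA; 45 mM KH2PO4 pH 8.2 + 0.02% Tween-20; cpd via pin tool; 1 mM Gln soln; GluOx/HRP/Amplex Red; RT 30 min; fluor. t0 & final.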
Pin1 inh: blocks the human prolyl isomerase Pin1 | AID 504891 | Potency, µM (top dose mostly 115 µM), inactives show at the highest dose activity, negative = inhibition, hits mostly inhibitors | Pin1 FP peptide displacement, HiFluor488, 10 min | actives 0.009% (n = 390,000); active = well fitted inhibition curve with a large enough effect in the polarisation, with a control signal flat, not every such curve was filed as active; inconclusive = small, poorly fitted or top-dose-only effect, or effect the other way, or a change in a side signal; inactive = no such curve, though single readings can be large or run the other way; the % refers to the polarisation; also: % is scaled to controls: 0 for no effect and ±100 for the full control effect
An asterisk follows results filed as active; i = inactive; ? = inconclusive; . = not tested or not shown; & = joins results of further samples; [ ] = dose if it differs, or a comment. Unless noted, calls follow the shape of the dose curve; as a rule, active = well fitted curve in the direction sought with a large enough effect; inconclusive = small, poorly fitted or top-dose-only effect, or another doubt; inactive = no such curve, though single readings can be large; an effect the other way counts as inactive or inconclusive. Potency is read from the fitted curve at half-maximal effect. A portion of the library, so the mix of outcomes need not match the whole.

SMILES	Pol iota inh	JMJD2A Tudor	G9a inh	HP1b binding inh	BLM inh	PGK inhibitor	BAZ2B inh	GLS inh	Pin1 inh
CN(C)C(=O)c1ccc2c(c1)n(C)c(=O)n2C	9%	-8%	-46%[59 µM]	34%	5%	-3%	-32%	3%	-3%
CC1CCC(C(C)C)C(OCC[N+](C)(C)C)C1 (centres undefined)	5%	-2%	-20%	19%	2%	13%	?	12%	-1%
O=C1Nc2cc(C(=O)NCC3CCCO3)ccc2S/C1=C/c1ccccc1F (centres undefined)	-26%	3%	2%	37%	-1%	12%	-32%	11%	-1%
CCNC(=O)COc1ccc(/C=N/NC(=O)c2cccnc2)cc1OC	-1%	-5%	7%	34%	-3%	-3%	-8%	9%	-4%
Cc1sc2ncn(CC(=O)NCCN(C)C)c(=O)c2c1S(=O)(=O)N1CCC(C)CC1	128%[activator]	22µM*	-7%	56%[activator]	-1%	-7%	2%	-1%	-6%
CCN(c1ccccc1)S(=O)(=O)c1c(-c2ccc(C)cc2)csc1C(=O)OC	?	-3%	33%[59 µM]	3%	-10%	1%	16%	-2%	-9%
O=C(C1CCCN(S(=O)(=O)c2cccs2)C1)N1CCc2ccccc2C1 (centres undefined)	11%	5%	-11%[12.7 µM]	10%	-8%	-8%	0%	9%	9%
CCOC(=O)Cn1c(=O)oc2cc(S(=O)(=O)NC(C)c3ccccc3)ccc21 (centres undefined)	25%&-5%	0%&-6%	1%[59 µM]	39%&37%	-2%&-10%	-2%	-14%&3%	-8%&0%	8%&1%
CCn1c(CNC(=O)c2cccc(C)c2)nnc1SCC(=O)NC1=NCCS1	47%[activator]	-2%	-46%	17%	-1%	-2%	-15%	-9%	-9%
COC(=O)c1ccc(NS(=O)(=O)c2c(C)nc3sccn3c2=O)cc1	37%[activator]	-11%	3%[59 µM]	20%	-2%	-8%	-16%	8%	4%
COc1ccc(CCNC(=O)CCS(=O)(=O)c2ccc3c(c2)NC(=O)CS3)cc1OC	-7%	?	54%[activator]	6%	-6%	-6%	-16%	11%	6%
CCn1cc(CN2CCc3c([nH]c4ccccc34)C2c2cccc(OC)c2OC)c(C)n1 (centres undefined)	29%	?	.	?	0%	i	?	0%	-1%
CCCCN1C(=O)C2(OCCCO2)c2cccc(C)c21	110%[activator]	13%	103%[activator]	42%	0%	-3%	13%	-14%	3%
C=CCN1CCN(c2ccncc2S(=O)(=O)N2CCOCC2)CC1	27%	-4%	-36%[59 µM]	18%	0%	i	-7%	1%	1%
O=C1CN(C(=O)c2cccc(S(=O)(=O)N3CCCC3)c2)c2ccccc2N1	29%	12%	4%	36%[activator]	1%	-8%	-15%	-6%	-1%
Cc1ccc(C)c(N2CCN(C(=O)c3cc4ccccn4n3)CC2)c1	-1%	-18%	50µM*	34%	0%	-1%	-6%	9%	?
Cc1cc(C)nc(NC(=S)NC(=O)c2ccccc2)n1	164%[activator]	?	19%	23%	2%	i	12%	3%	-1%
O=C(Nc1nc(-c2ccc(Cl)s2)cs1)c1ccco1	67%[activator]	-6%	40µM*	34%	-9%	5%	-26%	-20%	-4%
O=C(Cc1ccc(-n2c(=O)c3ccccc3n(Cc3ccc(F)cc3)c2=O)cc1)NCC1CCCO1 (centres undefined)	27%	-8%	?	33%	1%	3%	-9%	2%	12%
COc1ccc(CCNC(=O)c2ccc(N3CCCC3=O)cc2)cc1OC	21%	-6%	6%[12.7 µM]	20%	-2%	-9%	4%	2%	-8%
COc1ccc(-c2csc3ncn(-c4ccc(C)cc4)c(=O)c23)cc1OC	124%[activator]	-18%	5%	10%	1%	4%	?	-2%	-2%
CCC(=O)N1CCN(c2nc(-c3ccccc3)c3c(c2C#N)CCCC3)CC1	24%	?	39%	51%[activator]	-7%	-7%	?	10%	-2%
Cc1nc(Nc2cnc(/C=C/c3cc(C(=O)Nc4cccc(C(F)(F)F)c4)ccc3C)cn2)cc(N2CCNCC2)n1	-6%	?	32µM*	?	-21%	-4%	-38%	0%	158%[activator]
CCn1c(=O)ccc2cc([N+](=O)[O-])ccc21	38%[activator]	-10%	?	9%	-1%	-10%	-9%	1%	0%
COc1ccc(C2c3c(n(C)c4ccccc34)C(=O)N2CC(=O)Nc2ccc(Cl)cc2)cc1 (centres undefined)	-3%	-28%	-4%[59 µM]	-14%	-2%	-5%	-9%	2%	6%
CC1(C)C(=O)OC(c2cccn2-c2ccc([N+](=O)[O-])cc2)C(C)(C)C1=O (centres undefined)	15%	4%	0%	24%	4%	3%	-4%	3%	-2%
CC(C)Oc1ccc(S(=O)(=O)N2CCOCC2)cc1NC(=O)C1=COCCO1	25%	-7%	-46%	14%	.	4%	-3%	7%	-5%
CCOC(=O)C1CCCN(C(=O)c2cc3ccccc3oc2=O)C1 (centres undefined)	23%	11%	-2%	35%	-5%	i	-27%	-1%	-4%
O=C(Nc1ccc(Cc2ccncc2)cc1)c1cc(F)c(F)cc1Cl	18%	-14%	8%	9%	-8%	-5%	-5%	-10%	-4%
COc1ccccc1OCC(=O)Nc1cccc(-c2nnc(-c3ccco3)o2)c1	7%	-17%	-31%	10%	-2%	-1%	-14%	0%	?
c1ccc(-c2nnc(CSc3nnc(-c4ccncc4)n3Cc3ccco3)o2)cc1	27%	-2%[57.1 µM]	-6%	55%[activator]	1%	-3%	4%	-1%	-2%
O=C(N/N=C/c1ccccn1)c1ccc(NC(=O)c2cccc([N+](=O)[O-])c2)cc1	42%[activator]	-2%[11.4 µM]	?	48%[activator]	4%	-6%	11%	-6%	0%
Cc1sc2nc(SCC(=O)N3CCOCC3)[nH]c(=O)c2c1-c1ccccc1	-1%	-17%	45µM*	12%	-1%	10%	-18%	-7%	8%
C/C(=N\N=C(c1ccccc1)c1ccccc1)c1cccs1	19%	-9%	24%[59 µM]	11%	-9%	-5%	?	-12%	1%
Cc1ccc(N(CC(=O)N2CCN(c3ccccc3)CC2)S(=O)(=O)c2c(C)noc2C)cc1	22%	?	?	-4%	-7%	-4%	.	-3%	2%
CCOc1ccc(CCNC(=O)CCn2c(=O)c3cccn3c3cccnc32)cc1	8%	-10%	-4%[59 µM]	16%	-3%	-4%	?	-10%	18%
C/C(=N/Nc1nc(C)cc(C)n1)c1ccc(Br)cc1	17%	-10%	-2%[0.501 µM]	34%	2%	2%	5%	6%	0%
O=C(CCn1c(=O)oc2ccccc21)NCc1cccs1	-22%	-2%	-1%[59 µM]	24%	-1%	.	-1%	-4%	-6%
Cc1ccc(C(=O)CN2C(=O)NC3(CCOc4ccccc43)C2=O)s1 (centres undefined)	24%	-29%	-5%[2.33 µM]	25%	.	0%	7%	-5%	34%[activator]
O=C(O)C(F)=C(c1ccccc1)c1ccccc1	-20%	-8%	.	15%	.	-5%	.	15%	-18%
CCC1CCCN1Cn1cnc2c([nH]c3ccccc32)c1=O (centres undefined)	17%	-16%	?	22%	0%	9%	29%	25%	4%
Cc1noc(C)c1CCC(=O)N1CCCC(CCC(=O)NCc2ccccc2F)C1 (centres undefined)	23%	-4%	24%[12.7 µM]	22%	0%	4%	-6%	-9%	1%
Cc1ccc(C)c(NC(=O)c2ccc(S(=O)(=O)N(C)CC3CCCO3)cc2)c1 (centres undefined)	-18%	-12%	.	-7%	.	0%	.	-1%	2%

Exported with two lines to a compound: 13 of the compounds above.
Each structure is followed by: Pol iota inh | JMJD2A Tudor | G9a inh | HP1b binding inh | BLM inh | PGK inhibitor | BAZ2B inh | GLS inh | Pin1 inh
> CN(C)C(=O)c1ccc2c(c1)n(C)c(=O)n2C
 : 9% | -8% | -46%[59 µM] | 34% | 5% | -3% | -32% | 3% | -3%
> CC1CCC(C(C)C)C(OCC[N+](C)(C)C)C1 (centres undefined)
 : 5% | -2% | -20% | 19% | 2% | 13% | ? | 12% | -1%
> O=C1Nc2cc(C(=O)NCC3CCCO3)ccc2S/C1=C/c1ccccc1F (centres undefined)
 : -26% | 3% | 2% | 37% | -1% | 12% | -32% | 11% | -1%
> CCNC(=O)COc1ccc(/C=N/NC(=O)c2cccnc2)cc1OC
 : -1% | -5% | 7% | 34% | -3% | -3% | -8% | 9% | -4%
> Cc1sc2ncn(CC(=O)NCCN(C)C)c(=O)c2c1S(=O)(=O)N1CCC(C)CC1
 : 128%[activator] | 22µM* | -7% | 56%[activator] | -1% | -7% | 2% | -1% | -6%
> CCN(c1ccccc1)S(=O)(=O)c1c(-c2ccc(C)cc2)csc1C(=O)OC
 : ? | -3% | 33%[59 µM] | 3% | -10% | 1% | 16% | -2% | -9%
> O=C(C1CCCN(S(=O)(=O)c2cccs2)C1)N1CCc2ccccc2C1 (centres undefined)
 : 11% | 5% | -11%[12.7 µM] | 10% | -8% | -8% | 0% | 9% | 9%
> CCOC(=O)Cn1c(=O)oc2cc(S(=O)(=O)NC(C)c3ccccc3)ccc21 (centres undefined)
 : 25%&-5% | 0%&-6% | 1%[59 µM] | 39%&37% | -2%&-10% | -2% | -14%&3% | -8%&0% | 8%&1%
> CCn1c(CNC(=O)c2cccc(C)c2)nnc1SCC(=O)NC1=NCCS1
 : 47%[activator] | -2% | -46% | 17% | -1% | -2% | -15% | -9% | -9%
> COC(=O)c1ccc(NS(=O)(=O)c2c(C)nc3sccn3c2=O)cc1
 : 37%[activator] | -11% | 3%[59 µM] | 20% | -2% | -8% | -16% | 8% | 4%
> COc1ccc(CCNC(=O)CCS(=O)(=O)c2ccc3c(c2)NC(=O)CS3)cc1OC
 : -7% | ? | 54%[activator] | 6% | -6% | -6% | -16% | 11% | 6%
> CCn1cc(CN2CCc3c([nH]c4ccccc34)C2c2cccc(OC)c2OC)c(C)n1 (centres undefined)
 : 29% | ? | . | ? | 0% | i | ? | 0% | -1%
> CCCCN1C(=O)C2(OCCCO2)c2cccc(C)c21
 : 110%[activator] | 13% | 103%[activator] | 42% | 0% | -3% | 13% | -14% | 3%
